Bioassay records from PubChem.
HEK293 NFkB inh – inhibitors of PMA/ionomycin-induced NF-kB reporter, primary screen, antigen receptor NF-kB inhibitor project, cell-based, HEK-293 luciferase reporter, luminescence | HEK-293 NF-kB luciferase reporter | inhibition, % at 3 µM | 62,000 tested, 0.21% active;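 active = inhibition above the mean of all tested compounds plus 3 SD, cut at about 40% in these data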;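 also: 0% = stimulated DMSO wells and 100% = 10 µM reference inhibitor 5653914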
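System – HEK-293 cells with stable firefly luciferase reporter driven by four HIV NF-kB elements · Doses – one dose, 3 µM · Schedule – 1 h compound pre-incubation, 16 h PMA/ionomycin at 37 °C · Technique – luminescence from luciferase substrate reagent · Measure – percent inhibition normalized per plate to DMSO and reference-inhibitor controls · Replicates – tested once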
PKA kinase inh – inhibitors of human PKA kinase activity, primary screen, biochemical, ATP-depletion luminescence, Kemptide substrate; 65,000 tested, 0.1% active; AID 524, 2006; inhibition, % at 6 µM; PKA Kemptide phosphorylation, Kinase-Glo ATP luminescence;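 active = inhibition above the screen-wide mean inhibition plus 3 SD, cut at about 21% in these data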; also: many of its hits are not listed in these tables
A340 absorber – compound light absorbance at 340 nm, profiling panel, artefact control, biochemical, MLSMR library, data from PS, PMK, MK assays | compound absorbance at 340 nm, fold over control | AID 708, 2007 | fold change at 10 µM | 65,000 tested, under 10 active;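 active = at 10 µM dose, initial 340 nm absorbance at least 2 fold that of control wells; inactive = change under 2 fold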;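 also: initial absorbance extrapolated from kinetic A340 decline of NADH oxidation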
tolC growth inh – growth inhibitors of E. coli tolC mutant, primary screen, strain BW25113 ΔtolC::kan, 384-well; OD615; growth inhibition, % at 10 µM (by protocol); 65,000 tested, 2.2% active; AID 573, 2007;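 active = growth inhibition at or above a cutoff equal to the mean over every tested compound plus 3 SD, cut at about 60% in these data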;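 also: growth measured after 20 h incubation at 37 °C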
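test system = E. coli BW25113 ΔtolC::kan bacteria | medium = LB with kanamycin 50 µg/mL | signal = OD at 615 nm | schedule = 37 °C, 20 h exposure | evaluation = % inhibition of E. coli growth | compound dosing = one dose of 10 µM final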
JNK3 blocker – JNK3 kinase activity inhibitors, primary screen, biochemical, human, purified enzyme; Mitogen-activated protein kinase 10 (Homo sapiens), P53779; HTS; inhibition, % at 8 µM; 60,000 tested, 0.61% active; AID 746, 2007; in the data active = inhibition above about 17%;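 also: 0% = DMSO and 100% = reference inhibitor; many of its hits are not listed in these tables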
MMP-13 inhibitor – human MMP13 inhibitors, primary screen, biochemical, FRET peptide cleavage. Collagenase 3 (Homo sapiens), P45452. MMP-13 fTHP FRET cleavage, Mca fluorescence. inhibition, % at 4 µM. 65,000 tested, 0.07% active;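 active = inhibition above the mean of compound-free control plate wells plus 3 SD, cut at about 14% in these data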;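 also: 0% = DMSO wells and 100% = wells with reference MMP-13 inhibitor after basal subtraction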
ROCK2 inh – inhibitors of human ROCK2 kinase, primary screen, biochemical, high-throughput, luminescence | purified ROCK2, Kinase-Glo ATP depletion luminescence | Rho-associated protein kinase 2 (Homo sapiens), O75116 | AID 604, 2007 | inhibition, % at 6 µM | 60,000 tested, 0.35% active;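 active = inhibition above the screen-wide mean inhibition plus 3 SD, cut at about 18% in these data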;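 also: plate controls were DMSO wells for no effect and Y-27632 control wells after no-enzyme background subtraction for full effect; many of its hits are not listed in these tables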
Autofluor 339 – intrinsic fluorescence of library compounds, ex339/em460 – biochemical, MLSMR library, data from DPM-DC assay, artefact control, profiling panel; compound autofluorescence, ex339/em460 nm, NADH buffer; hits give high values; 1 = no-compound wells, NADH background; fluorescence fold increase at 10 µM; 65,000 tested, 5.5% active; AID 709, 2007;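 active = at 10 µM, mean starting fluorescence two-fold or more over control wells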;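 also: signal is the first read of a kinetic run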
NADH enzymes – inhibitors of PK/LDH coupling enzymes, profiling panel, artefact control, biochemical, MLSMR library | coupled PK/LDH NADH assays, four targets | IC50, µM (top dose mostly 10 µM), inactives show at the highest dose inhibition | 65,000 tested, 0.02% active;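 active = single-dose screening hits from any of four coupled enzyme assays that gave an IC50 when retested across doses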;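 also: the DPM-DC format reads NADH fluorescence rather than 340 nm absorbance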
Active calls of the source: *; · = not tested or not shown; [ ] = remark or other dose. Some of the compounds tested; rates above refer to the full screens.

SMILES	HEK293 NFkB inh	PKA kinase inh	A340 absorber	tolC growth inh	JNK3 blocker	MMP-13 inhibitor	ROCK2 inh	Autofluor 339	NADH enzymes
O=C(Cn1c(=O)oc2ccccc21)Nc1ccc2c(c1)OCCO2	0	5	1	-7	5	1	3	1.1	2%
CCS(=O)(=O)N1CCC(C(=O)NCCc2ccccc2)CC1	6	5	1	-8	-3	-5	1	1.1	8%
Cc1cccc(CC2CC(=O)N(c3ccccc3)C2=O)c1 (stereo unspecified)	10	6	1	-3	4	7	-1	1	2%
CN(C)S(=O)(=O)Nc1ccc2c(c1)Cc1ccccc1-2	-2	7	1	-26	0	-2	1	1.1	1%
Cc1c(Cl)cccc1NC(=O)CSc1nnc(C)n1-c1ccccc1	18	-6	0.99	5	1	0	12	1.1	1%
O=C1c2ccccc2-c2onc3ccc(NCc4ccco4)c1c23	·	6	0.99	5	33*	0	-7	1.1	1%
O=C(O)CCC(=O)CCC(=O)c1ccccc1	11	7	0.94	-12	3	1	3	0.8	14%
CCOC(=O)C1CC=C(Cl)CC1C(=O)Nc1nccs1 (stereo unspecified)	7	2	1	-11	0	1	1	1.1	9%
CCN(CC)CCNS(=O)(=O)c1ccc(Cl)cc1	10	2	1	-10	7	2	1	1.1	3%
CSc1ccc(Cl)c(C(=O)OCC(=O)N2CC(C)OC(C)C2)c1 (stereo unspecified)	7	4	1	1	-3	-4	6	1.4	4%
O=C(Cn1c(=O)oc2ccccc21)c1ccccc1	19	-6	1	3	-3	1	0	0.99	7%
COC(=O)c1cccc(NC(=O)C2COc3ccccc3O2)c1C (stereo unspecified)	10	6	0.97	9	1	4	4	1	4%
Fc1ccc(Nc2nc(N3CCOCC3)c3ccccc3n2)cc1	21	4	1.1	31	·	-14	·	1.7	3%
Cc1nc(SCn2nnc3ccccc3c2=O)nc(C)c1C	0	3	1	3	-1	1	-1	1.1	7%
Cc1ccc(C(=O)Nc2ccc(S(=O)(=O)N3CCc4ccccc4C3)cc2)o1	12	-3	1	51	-5	1	0	1.1	7%
Cc1ccc2c(c1)nnn2C1CCN(CC(=O)NCCc2ccccc2)CC1	8	9	0.95	12	11	-1	8	1.2	8%
COc1ccc(-c2ccc(-c3noc(C)n3)c(OC)n2)cc1	-12	-6	1.2	-24	5	-291[fluorescence artefact?]	-6	3.8*	7%[fluoresces]
CC(=O)Nc1ccc(C(=O)Nc2ccc3c(c2)OCO3)cc1	0	10	1	-10	0	-7	6	0.99	5%
COc1ccc(NC(=O)c2ccco2)cc1NC(=O)c1c(F)c(F)c(OC)c(F)c1F	2	5	1	-15	-5	3	0	1	3%
O=C(Nc1nnc(-c2ccccc2)o1)NC1CCCCC1	-13	7	0.98	15	6	-51	-5	1.9	10%
CCCc1[nH]nc2c1C(c1ccccc1OC)C(C#N)=C(N)O2 (stereo unspecified)	9	9	0.98	13	12	1	3	1	7%
Cc1ccc(N(C(C)C(=O)O)S(=O)(=O)c2c(C)[nH]c(=O)[nH]c2=O)cc1 (stereo unspecified)	6	-9	1.1	-6	1	8	-2	1.1	2%
Cn1c(=O)c2[nH]c(Nc3ccccc3)nc2n(C)c1=O	18	11	1.1	0	-8	2	2	1.1	1%
COc1ccc(Nc2cc(C)nc(-n3nc(C)cc3C)n2)cc1	·	2	1	18	-7	2	-8	1.1	3%
CCCS(=O)(=O)N1CCN(C(=O)c2cc(OC)cc(OC)c2)CC1	12	0	1	-26	-6	-1	4	1.1	3%
O=C(NCc1ccco1)C1CCCN(S(=O)(=O)c2cccc3nonc23)C1 (stereo unspecified)	1	7	1	-21	·	1	·	1.1	6%
CCC(C)NC(=O)CSc1nc2n[nH]c(C)c2c(=N)n1-c1ccc(OC)cc1 (stereo unspecified)	14	4	1	-1	9	3	3	1	5%
O=C1CCCCC1Sc1nnc(Cc2cccs2)n1CCc1ccccc1 (stereo unspecified)	8	-4	1	21	-4	2	0	1.1	4%
CCCCC12CN3CC(C)(CN(C1)C31C(=O)N(C)c3ccc(C)cc31)C2=O (stereo unspecified)	30	7	1.1	14	1	1	0	1.1	1%
CSc1nsc(SCC(=O)N2CCCc3ccccc32)n1	10	1	1.1	47	7	3	-1	1.1	6%
CCn1nccc1C(=O)Nc1nccs1	11	-5	0.99	-7	4	3	-2	1.1	2%
Cc1nc(COC(=O)c2ccc(S(=O)(=O)N3CCCC3)cc2)cs1	12	-1	1	6	-4	1	-10	1.1	6%
CCOC(=O)C1CCCN(c2nc(C)nc3c2oc2ccccc23)C1 (stereo unspecified)	5	-7	1.1	43	·	-3	·	1.2	7%
CCOC(=O)c1ccc(Oc2nc(NC(C)(C)C)nc(N(C)C)n2)cc1	11	-3	1	66*	·	-1	·	1.1	1%
COc1cc(CN2CCN(c3cccc(C)c3C)CC2)cc(OC)c1O	17	3	1.1	-8	-2	0	3	1.1	17%
CCS(=O)(=O)c1ccc2oc(Nc3ccccc3C)nc2c1	-32	-2	1	-6	8	2	-14	1.1	3%
O=C(COC(=O)CCC(=O)Nc1nccs1)NCc1ccco1	3	2	0.99	-18	-5	-1	-1	1.1	10%
CCOc1cccc(-c2nn3c(-c4cc(C)[nH]n4)nnc3s2)c1	0	2	1	25	3	-3	-2	1.2	4%
Cn1cc(S(=O)(=O)CC(=O)Nc2ccc3c(c2)OCCO3)c2ccccc21	24	3	1	4	·	4	·	1.1	1%
CCC1CCCN1Cn1cnc2c([nH]c3ccc(OC)cc32)c1=O (stereo unspecified)	9	10	1	-18	-4	-84[fluorescence artefact?]	11	3*	2%[fluoresces]
COc1ccc(-n2ccnc2SCC(=O)NCc2ccc3c(c2)OCO3)cc1	1	1	0.99	14	2	-5	5	1.1	3%
CCCc1nn(CCc2ccccn2)c(N)c1CC	22	11	0.96	-2	3	6	8	1	2%
CC(C)(C)c1ccc(NC(=O)CC2(C(F)(F)F)OCCO2)cc1	-16	7	1	14	2	1	5	1.1	4%
COc1cc2c(C(=O)N3CCN(c4ccccc4)CC3)c(C)oc2cc1Br	·	1	1	10	5	0	8	1.1	3%
CCc1cccc2c(=O)c(C(=O)N3CCOCC3)c[nH]c12	11	13	1	-4	7	-3	6	1.1	9%
CCC(=O)c1ccccc1OCCN1C(=O)NC(C)(C)C1=O	25	5	1.1	-10	-3	-2	-2	1.1	3%
CC1CCN(C(=O)CSc2nc(N)c3c4c(sc3n2)CN(C)CC4)CC1	19	1	1.1	8	·	-40	·	2.1*	3%[fluoresces]
CCOC(=O)C(NC(=O)c1ccccc1)(N1CCCC1=O)C(F)(F)F (stereo unspecified)	16	-3	1	-16	-13	-2	3	1.1	6%
O=S(=O)(NCCCO)c1ccc2c(c1)Cc1cc(S(=O)(=O)NCCCO)ccc1-2	2	5	1	-5	-1	3	4	1.1	8%
Nc1n[nH]c2c1C1(CCCCC1)Cc1ccccc1-2	12	8	1	44	-2	-4	4	1.1	3%
Next section:
SMILES	HEK293 NFkB inh	PKA kinase inh	A340 absorber	tolC growth inh	JNK3 blocker	MMP-13 inhibitor	ROCK2 inh	Autofluor 339	NADH enzymes
O=C(Nc1ccc2c(c1)OCCO2)NC1CCCCC1	-26	-7	0.96	7	6	-4	-1	0.99	4%
O=C1C=C(NCC2CCCO2)C2(CCCCC2)O1 (stereo unspecified)	18	5	0.99	-22	-1	-6	6	1.1	4%
COc1ccc(OC)c(C2C(C(=O)O)c3ccccc3C(=O)N2C)c1 (stereo unspecified)	3	-4	0.99	-18	-3	-5	3	1	7%
Cc1ccc(OCC(=O)Nc2cccc(-c3nnc(-c4ccccc4)o3)c2)cc1	-28	7	1	16	-9	-1	2	1.1	3%
CCS(=O)(=O)N1CCN(C2CCC(c3ccccc3)CC2)CC1 (stereo unspecified)	27	13	1.1	-1	3	5	5	1	5%
COc1ccccc1NC(=O)CSc1ccc2nnc(-c3ccncc3)n2n1	7	4	1	-20	3	1	0	1	5%
O=C(O)c1cccc(CSc2nnc(COc3ccccc3)o2)c1	6	7	1.1	18	7	3	2	1.1	8%
Cc1ccc(S(=O)(=O)N(CC(=O)N2CCOCC2)C2CCCCC2)cc1	12	7	1	11	·	5	·	1.1	2%
COc1ccc(CN(C)CCc2ccccn2)cc1OC	3	1	1	-23	0	-1	2	1	9%

Gathered by group: the entries above containing an aryl methoxy group (13)
SMILES	HEK293 NFkB inh	PKA kinase inh	A340 absorber	tolC growth inh	JNK3 blocker	MMP-13 inhibitor	ROCK2 inh	Autofluor 339	NADH enzymes
COc1ccc(-c2ccc(-c3noc(C)n3)c(OC)n2)cc1	-12	-6	1.2	-24	5	-291[fluorescence artefact?]	-6	3.8*	7%[fluoresces]
COc1ccc(NC(=O)c2ccco2)cc1NC(=O)c1c(F)c(F)c(OC)c(F)c1F	2	5	1	-15	-5	3	0	1	3%
CCCc1[nH]nc2c1C(c1ccccc1OC)C(C#N)=C(N)O2 (stereo unspecified)	9	9	0.98	13	12	1	3	1	7%
COc1ccc(Nc2cc(C)nc(-n3nc(C)cc3C)n2)cc1	·	2	1	18	-7	2	-8	1.1	3%
CCCS(=O)(=O)N1CCN(C(=O)c2cc(OC)cc(OC)c2)CC1	12	0	1	-26	-6	-1	4	1.1	3%
CCC(C)NC(=O)CSc1nc2n[nH]c(C)c2c(=N)n1-c1ccc(OC)cc1 (stereo unspecified)	14	4	1	-1	9	3	3	1	5%
COc1cc(CN2CCN(c3cccc(C)c3C)CC2)cc(OC)c1O	17	3	1.1	-8	-2	0	3	1.1	17%
CCC1CCCN1Cn1cnc2c([nH]c3ccc(OC)cc32)c1=O (stereo unspecified)	9	10	1	-18	-4	-84[fluorescence artefact?]	11	3*	2%[fluoresces]
COc1ccc(-n2ccnc2SCC(=O)NCc2ccc3c(c2)OCO3)cc1	1	1	0.99	14	2	-5	5	1.1	3%
COc1cc2c(C(=O)N3CCN(c4ccccc4)CC3)c(C)oc2cc1Br	·	1	1	10	5	0	8	1.1	3%
COc1ccc(OC)c(C2C(C(=O)O)c3ccccc3C(=O)N2C)c1 (stereo unspecified)	3	-4	0.99	-18	-3	-5	3	1	7%
COc1ccccc1NC(=O)CSc1ccc2nnc(-c3ccncc3)n2n1	7	4	1	-20	3	1	0	1	5%
COc1ccc(CN(C)CCc2ccccn2)cc1OC	3	1	1	-23	0	-1	2	1	9%
